FLuc modulator – inhibits or activates purified firefly luciferase, miR-21 counter-screen; P08659; purified FLuc, Km substrates, luminescence inhibition; Potency, µM (doses to about 57.5 µM), inactives show top-dose activity change, negative = inhibition, hits mostly inhibitors; actives 6.9% (n = 360,000); AID 588342;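 also: potency is read from the fitted curve at half-maximal effect; plate controls were vehicle for no effect and reference inhibitor for full effect; nearly all actives have a fitted effect of over 55% in size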
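Purified P. pyralis luciferase (10nM final) with 10uM D-luciferin and 10uM ATP (Km levels) in 50mM Tris acetate pH 7.5, 10mM Mg acetate, 0.01% Tween-20, 0.05% BSA; qHTS 6-point titration, ~60 µM downward; luminescence read.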
Gal4-VP16 FLuc – Gal4-VP16 reporter inhibition counter-screen; Potency, µM (top dose mostly 53.6 µM), without a hit: at the highest dose activity, negative = inhibition, hits mostly inhibitors; Drosophila S2 Gal4-VP16 UAS-luciferase, luminescence, 20 h; actives 3.5% (n = 310,000); AID 2546;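 also: Gal4-VP16 expression switched on by copper sulfate through the metallothionein promoter; potency is read from the fitted curve at half-maximal effect; % is scaled to controls: 0 for no effect and ±100 for the full control effect; nearly all actives have a fitted effect of over 50% in size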
ELG1 genotoxic – inducers of genotoxicity in HEK293T ELG1-luciferase cells; HEK293T ELG1-luciferase reporter, luminescence, 16 h; Potency, µM (series often up to 46 µM), inactives show at the highest dose activity change, positive = activation, most hits filed as activators; actives 1.3% (n = 330,000); also: potency is read from the fitted curve at half-maximal effect; % of control where 0% means no effect; nearly all actives have a fitted effect of over 60% in size
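Reporter readout depends on ELG1 protein level, which increases with genetic stress. After 16 hr compound exposure at 37 °C, luciferase activity was quantified using ONE-Glo.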
RORgamma inh – ROR gamma (mouse) transcription inhibition. P51450. Drosophila S2 Gal4-RORgamma UAS-luciferase reporter, 20 h. Potency, µM (series often up to 53.6 µM), for inactives: top-dose activity change, negative = inhibition, hits mostly inhibitors. actives 5.4% (n = 310,000). AID 2551; also: potency is read from the fitted curve at half-maximal effect; % is scaled to controls: 0 for no effect and ±100 for the full control effect; nearly all actives have a fitted effect of over 60% in size
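Luciferase reporter read in Schneider cells carrying Gal4-RORγ (mouse) and UAS-Photinus luciferase; cells given compound 1 h before 700 uM copper sulfate induction, then incubated 20 h at ambient temperature.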
Tb PFK inh – T. brucei PFK enzyme inhibition; O15648; Potency, µM (highest dose often 57.5 µM), without a hit: at the top dose activity, negative = inhibition, actives largely listed as inhibitors; AID 485367; T. brucei PFK, ADP-Glo luminescence; actives 0.17% (n = 330,000);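 also: potency is read from the fitted curve at half-maximal effect; 0% = uninhibited 1x PFK enzyme wells and -100% = no-enzyme wells; nearly all actives have a fitted effect of over 60% in size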
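Activity is normalized to no-enzyme wells (full inhibition) and 1.25 nM enzyme wells (no inhibition). Reaction: 0.5 mM F6P, 0.1 mM ATP, 45 min RT, ADP-Glo luminescence; concentration-response curves fitted and classed by quality.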
BRCA1 expr up – BRCA1 expression activation; MCF7-BRCA1-FFLuc reporter, luminescence, 48 h; response scale: scaled: vehicle 0%, 10 µM genistein 100%; Potency, µM (highest dose often 46.1 µM), inactives show top-dose activation, hits mostly activators; actives 1.1% (n = 380,000); also: potency is read from the fitted curve at half-maximal effect; nearly all actives have a fitted effect of over 80% in size; some results filed as inactive show a strong effect at the top dose
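Quantitative HTS in MCF7 cells stably reporting BRCA1 expression via firefly luciferase. Compound treatment lasts 48 h at 37 °C in phenol-red free MEM. Activation is expressed relative to genistein at 10 microM and DMSO.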
p53 reactivation – re-activators of mutant p53; H1299 p53-A138V BP100-luciferase reporter, luminescence, 24 h; Potency, µM (doses to about 92.2 µM), without a hit: at the highest dose activity change, positive = activation, most hits filed as activators; actives 0.063% (n = 320,000); also: potency is read from the fitted curve at half-maximal effect; % of control where 0% means no effect; nearly all actives have a fitted effect of over 45% in size
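p53-null H1299 cells stably carrying temperature-sensitive p53-A138V and a BP100-luciferase reporter were pinned with compounds (4-point, 1:5 series) and held 24 hrs at 37 deg C. Luminescence was read 10 min after detection reagent.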
Rab9 prom act – activates the Rab9 promoter; Huh7 Rab9 promoter-luciferase reporter, luminescence, 24 h; AID 485297; Potency, µM (top dose mostly 9.22 µM), without a hit: at the top dose activation, negative = inhibition, actives largely listed as activators; actives 2.8% (n = 320,000); also: potency is read from the fitted curve at half-maximal effect; % of control where 0% means no effect; nearly all actives have a fitted effect of over 60% in size
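Cells were plated at 1500 per well in reduced-serum medium with 10% FBS and left 2 h. Compound in DMSO was then added for 24 h at 37 °C. Reporter signal was read by luminescence after 10 min with luciferase detection reagent.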
NPC1 prom act – NPC1 promoter activation; Potency, µM (top dose mostly 9.22 µM), inactives show top-dose activation, actives largely listed as activators; actives 2.4% (n = 320,000); Huh7 NPC1 promoter luciferase reporter, 24 h;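 also: potency is read from the fitted curve at half-maximal effect; % of control where 0% means no effect; nearly all actives have a fitted effect of over 60% in size; reporter is driven by a mutant NPC1 promoter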
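Huh7 cells stably carrying NPC1 promoter–luciferase, plated in Opti-MEM with 10% FBS for 2 h, were exposed to compound in DMSO for 24 h at 37 °C; luciferase reagent was added for 10 min and luminescence read.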
ELG1 repair inh – blocks ELG1-dependent DNA repair in HEK293T cells; HEK293T ELG1-luciferase reporter, luminescence, 16 h; DNA damage induced by 5-fluorouridine; Potency, µM (top dose mostly 46.1 µM), for the others: at the highest dose activity change, negative = inhibition, usual class: inhibitors; actives 2.3% (n = 330,000); also: potency is read from the fitted curve at half-maximal effect; % is scaled to controls: 0 for no effect and ±100 for the full control effect; nearly all actives have a fitted effect of over 55% in size
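Quantitative HTS, concentration-response format. 2,000 cells/well co-treated with 5-fluorouridine and compound, 16 hr in 5% CO2 at 37 °C; ONE-Glo luminescence read after 30 min.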
TRPV1 agonist – human TRPV1 agonism. Q8NER1. TRPV1-expressing cells, Fluo-8 calcium influx, agonist mode. activation, % at 8.33 µM. actives 0.19% (n = 320,000). AID 540275; in the data active = activation above about 80%; inconclusive = between about 30% and that limit; also: 0% is about no effect
Target sequence (Q8NER1 whole entry, looked up): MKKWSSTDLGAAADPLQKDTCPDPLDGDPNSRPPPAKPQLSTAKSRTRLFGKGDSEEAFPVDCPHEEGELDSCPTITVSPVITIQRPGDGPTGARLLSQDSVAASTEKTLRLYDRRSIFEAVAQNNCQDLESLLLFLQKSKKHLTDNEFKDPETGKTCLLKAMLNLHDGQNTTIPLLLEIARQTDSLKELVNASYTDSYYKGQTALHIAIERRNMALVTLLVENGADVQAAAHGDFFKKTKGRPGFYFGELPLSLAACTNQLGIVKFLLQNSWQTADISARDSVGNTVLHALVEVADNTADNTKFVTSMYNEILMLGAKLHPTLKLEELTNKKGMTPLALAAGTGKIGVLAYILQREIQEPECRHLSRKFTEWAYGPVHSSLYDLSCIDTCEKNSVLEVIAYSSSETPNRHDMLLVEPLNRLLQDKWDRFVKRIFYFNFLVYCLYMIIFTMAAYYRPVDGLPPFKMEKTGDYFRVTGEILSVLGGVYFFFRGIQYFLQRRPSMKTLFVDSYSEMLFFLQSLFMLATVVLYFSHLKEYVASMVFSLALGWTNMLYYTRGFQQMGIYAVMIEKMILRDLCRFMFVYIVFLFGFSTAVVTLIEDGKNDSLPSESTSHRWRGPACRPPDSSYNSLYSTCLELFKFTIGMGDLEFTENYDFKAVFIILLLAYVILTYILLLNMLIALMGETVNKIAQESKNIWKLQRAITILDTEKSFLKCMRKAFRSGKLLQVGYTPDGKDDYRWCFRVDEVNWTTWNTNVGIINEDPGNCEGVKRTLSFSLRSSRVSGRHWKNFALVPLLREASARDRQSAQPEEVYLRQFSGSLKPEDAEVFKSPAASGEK
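Cells expressing TRPV1 were dye-loaded with Fluo-8 and read kinetically: 10 s baseline, 3 min after compound (agonist portion), then 2 min after EC20 capsaicin (allosteric enhancer portion). Calcium-bound dye fluorescence at 480/520 nm.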
Active calls of the source: *; ? = inconclusive; . = not tested or not shown; [ ] = dose if it differs, or a comment. Unless noted, calls follow the shape of the dose curve; as a rule, active = well fitted curve in the direction sought with a large enough effect; inconclusive = small, poorly fitted or top-dose-only effect, or another doubt; inactive = no such curve, though single readings can be large; an effect the other way counts as inactive or inconclusive.

cpd	SMILES	FLuc modulator	Gal4-VP16 FLuc	ELG1 genotoxic	RORgamma inh	Tb PFK inh	BRCA1 expr up	p53 reactivation	Rab9 prom act	NPC1 prom act	ELG1 repair inh	TRPV1 agonist
1	O=C(CCC(=O)OCc1ccc(C(=O)Oc2ccc(Cl)cc2)cc1)Nc1ccccc1	?	-13%	9%	-38%	0%	12%	-17%	-1%	1%	?	2
2	Cc1cc(C(=O)N2CCN(c3ccccn3)CC2)c(C)o1	3%[2.3 µM]	18%	0%	6%	9%	6%	7%	-3%	0%	2%	1
3	COc1ccccc1C1C([N+](=O)[O-])=CC([N+](=O)[O-])=CN1C (configuration not stated)	1%	11µM*	-2%	?	14%	-10%	8%	-2%	0%	?	4
4	COc1cc(CN2CCN(C(=O)CC(C)C)CC2)c([N+](=O)[O-])cc1OC	5%	7%	1%	0%	1%	-13%	.	-5%	-5%	-16%	2
5	CC[C@]1(C(=O)OC)[C@H]2C(=O)N(C)C(=O)[C@H]2[C@H]2CN=C(SCc3ccc(C(=O)OC)cc3)N21	.	.	11%	.	2%	8%	-7%	.	.	1%	.
6	CCOC(=O)C(C(=O)OCC)[C@@H]1CS(=O)(=O)C[C@H]1C(C(=O)OCC)C(=O)OCC	0%	10%	-2%	7%	-4%	-25%	8%	10%	2%	2%	3
7	Cc1cnc(C(=O)NCCc2ccc(Cl)cc2)cn1	?	-7%	?	15%	-14%	?	?	?	?	?	27
8	CC(=O)Nc1ccc(NC(=O)CSc2nnc(C)c(=O)[nH]2)cc1	-7%	-1%	-1%	-4%	-8%	1%	5%	1%	-4%	0%	3

Part of the list above, in transposed form:
5) CC[C@]1(C(=O)OC)[C@H]2C(=O)N(C)C(=O)[C@H]2[C@H]2CN=C(SCc3ccc(C(=O)OC)cc3)N21
6) CCOC(=O)C(C(=O)OCC)[C@@H]1CS(=O)(=O)C[C@H]1C(C(=O)OCC)C(=O)OCC
7) Cc1cnc(C(=O)NCCc2ccc(Cl)cc2)cn1
8) CC(=O)Nc1ccc(NC(=O)CSc2nnc(C)c(=O)[nH]2)cc1

Compound	5	6	7	8
FLuc modulator	.	0%	?	-7%
Gal4-VP16 FLuc	.	10%	-7%	-1%
ELG1 genotoxic	11%	-2%	?	-1%
RORgamma inh	.	7%	15%	-4%
Tb PFK inh	2%	-4%	-14%	-8%
BRCA1 expr up	8%	-25%	?	1%
p53 reactivation	-7%	8%	?	5%
Rab9 prom act	.	10%	?	1%
NPC1 prom act	.	2%	?	-4%
ELG1 repair inh	1%	2%	?	0%
TRPV1 agonist	.	3	27	3

Continuation.
cpd	SMILES	FLuc modulator	Gal4-VP16 FLuc	ELG1 genotoxic	RORgamma inh	Tb PFK inh	BRCA1 expr up	p53 reactivation	Rab9 prom act	NPC1 prom act	ELG1 repair inh	TRPV1 agonist
9	O=C(NCc1ccccc1)NS(=O)(=O)c1ccccc1Cl	0%	4%	0%	13%	-6%	0%	-4%	1%	0%	12%	-4
10	O=C(NNC(=O)c1ccc(Cl)nc1)c1ccncc1	.	.	4%	.	-7%	-3%	15%	1%	-1%	13%	0
11	CCCCC1=CC2=C(c3ccco3)C(=O)C(C)(OC(=O)c3ccc(OC)cc3)C(=O)C2=CN1c1ccccc1 (configuration not stated)	0%	2%	-1%	1%	-17%	-14%	0%	7%	-1%	-1%	0
12	CCSc1nnc(CNC(=O)C23CC4CC(CC(C4)C2)C3)n1Cc1ccccc1	0%	3%	-2%	-35%	-4%	-18%	-18%	-3%	-2%	5%	19
13	COc1ccc(NC(=O)C2C3CCC(O3)C2C(=O)O)cc1OC (configuration not stated)	4%	-9%	?	-29%	1%	-1%	?	-4%	-3%	24%	3
14	O=C(Cc1cccs1)N(Cc1cccs1)C1(C(=O)NC2CCCCC2)CCCCC1	0%	-1%	-12%	-9%	0%	0%	-2%	-13%	-6%	-22%	?
15	O=C(c1ccc(Cl)cc1Cl)N1CCc2ccccc21	5%	-1%	-4%	-34%	0%	0%	.	-2%	3%	-3%	3
16	COc1ccc(C(c2c(NC(=O)c3ccco3)sc(C)c2C)N2CCOCC2)cc1OC (configuration not stated)	4%	.	-1%	.	0%	-18%	-7%	-2%	-2%	2%	26
17	Cn1c(CNC(=O)c2ccco2)nnc1SCC(=O)Nc1cccc(Br)c1	-2%	-1%	2%	-20%	-4%	-2%	-5%	9%	1%	13%	-2
18	CSc1ncc(C(C)=O)c(C)n1	2%	6%	0%	0%	-1%	14%	4%	3%	-1%	0%	1
19	CC(C)CCn1c(CN2CC(C)OC(C)C2)nc2c1c(=O)n(C)c(=O)n2C (configuration not stated)	-2%	1%	-8%	-12%	0%	-34%	17%	0%	0%	?	2
20	O=C(CSc1nc2ccccc2o1)Nc1nncs1	-15%	16%	5%	11%	3%	4%	7%	-3%	0%	-2%	0
21	CCCCC(=O)NC(=S)Nc1cc(C(=O)O)ccc1OC	4%	4%	1%	-30%	4%	0%	0%	-8%	-2%	4%	-3
22	O=c1c2ccccc2nc(-c2ccc(Br)cc2)n1Cc1ccccc1	-1%	-1%	-9%	32%	1%	-13%	-6%	0%	2%	10%	2
23	Cc1ccc(-c2ccnc(-c3ccc(O)cc3)n2)cc1	21µM*	-10%	?	-31%	-1%	88%	16%	22%	8%	?	?
24	Cc1cc(NC(=O)c2cnccn2)no1	2%	5%	-1%	0%	1%	.	19%	15%	-1%	14%	-2

Next section.
Each structure is followed by: FLuc modulator | Gal4-VP16 FLuc | ELG1 genotoxic | RORgamma inh | Tb PFK inh | BRCA1 expr up | p53 reactivation | Rab9 prom act | NPC1 prom act | ELG1 repair inh | TRPV1 agonist
[25] COc1ccc(OCC(=O)C2CC2)c(C#N)c1
 : ? | 1% | ? | 10% | -7% | ? | 15% | ? | ? | ? | 2
[26] Cc1cc(C)cc(Oc2nc3ccccn3c(=O)c2/C=C(\C#N)C(=O)NC2CCS(=O)(=O)C2)c1 (configuration not stated)
 : 1% | -7% | -3% | -15% | -10% | -42% | ? | 1% | 0% | 0% | -3
[27] Cc1c(Cl)cccc1-n1ccnc1SCC(=O)O
 : 0% | 4% | 1% | 14% | 0% | -4% | 16% | 2% | -1% | 1% | -1
[28] CCC(C)S(=O)(=O)c1snnc1C (configuration not stated)
 : 0% | 3% | 0% | 13% | 2% | -10% | -3% | -4% | -1% | -5% | 1
[29] CC(C)(C)C(=O)Cn1ncc(N2CCCC2)c(Br)c1=O
 : ? | -15% | ? | -37% | -6% | 10µM* | 5% | 4µM* | ? | ? | 2
[30] CC(C)CCC1=NN(C(=O)c2ccco2)C(O)(C(F)(F)F)C1 (configuration not stated)
 : 0% | 0% | -1% | 23% | 2% | -8% | 3% | -3% | 3% | ? | -4
[31] COc1ccc(-c2noc(-c3ccccc3-c3ccccc3)n2)cc1OC
 : 2% | 22% | 9% | 23% | -10% | -55% | -12% | -6% | -3% | -19% | 10
[32] CC(C)(C)c1ccc(S(=O)(=O)N2CCN(C(=O)c3ccc4c(c3)C(=O)N(Cc3ccncc3)C4=O)CC2)cc1
 : 8% | . | 0% | . | 0% | -15% | -4% | 0% | -2% | 12% | 1
[33] O=C(/C=C/c1ccccc1)NC1CCCc2ccccc21 (configuration not stated)
 : 0% | -12% | -2% | -1% | -5% | . | -1% | 25% | 2% | ? | ?
[34] O=C(c1ccccc1)c1cc(Cl)ccc1N1C(=O)C=CC1=O
 : ? | 16µM* | 1% | ? | ? | -38% | -12% | -7% | -9% | ? | -3
[35] O=C(NC1CC1)C1=C[C@H](c2csc3ccccc23)C[C@H](OCCCCO)O1
 : 3% | -9% | 1% | 36% | 2% | -3% | 1% | 6% | 0% | -3% | 2
[36] C=CCNC(=O)CSc1nc2ccccc2c(=O)n1CCc1ccc(OC)c(OC)c1
 : -12% | -11% | -12% | -28% | -4% | 1% | . | 10% | -4% | ? | 18
[37] Cc1nc(-c2ccc(S(=O)(=O)N3CCOCC3)cc2)cs1
 : 1% | -9% | 3% | 4% | -3% | -2% | 20% | 1% | 0% | 3% | 1
[38] COc1cc(CNn2cnnc2)ccc1OCC(=O)NC(C)(C)C
 : 4% | 2% | 2% | -10% | -7% | -23% | 7% | 3% | 2% | 4% | -3
[39] CCOC(=O)C(=O)NCC(c1cccs1)S(=O)(=O)c1ccc(Cl)cc1 (configuration not stated)
 : 0% | -5% | 1% | 20% | -3% | -3% | 3% | 0% | 0% | ? | 3

Screening data (PubChem)
